Source: PubChem
Platelet DG rel: inhibitors of platelet dense granule secretion, primary screen, cell-based, MLPCN, human platelets; human platelet-rich plasma, SFLLRN dense granule ATP release, luminescence; hit rate 0.22% among 300,000; inhibition, %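 (compounds screened at 7.5 µM in platelet-rich plasma)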;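 active means mean replicate score, as percent of positive control, at or above 50; inconclusive means mean below 50 but at least one replicate at or above 50; inactive means mean and every replicate below 50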
HSF1 inhib: HSF1 inhibitors in luciferase reporter cells, primary screen, cell-based, NIH3T3, luminescence; NIH3T3-HGL HSE-luciferase, MG132-induced, luminescence 8 h; hits give low values; activity change, negative = inhibition, % at 7.5 µM (by protocol); hit rate 0.77% among 300,000; AID 2098, 2009;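 active means more than half of replicate wells show activity change below -50%, luminescence cut by over half; inconclusive means some wells, but at most half, below -50%; inactive means no replicate well below -50%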;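 further: luciferase reports HSF-1 transcriptional activity via heat shock element; 0% = median of DMSO wells and -100% = zero luminescence signal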
HDAC3 inhib: HDAC3 deacetylase inhibitors, primary screen, biochemical, fluorescence, cell-free homogeneous | recombinant HDAC3, fluorogenic peptide/trypsin coupled | inhibition, % at 8.3 µM | hit rate 0.15% among 320,000 | AID 2718, 2010; in the data active means inhibition above about 26%, passing the limit was not always enough; inconclusive means no clear call, values can overlap the other calls
Target sequence (O15379 whole entry, looked up): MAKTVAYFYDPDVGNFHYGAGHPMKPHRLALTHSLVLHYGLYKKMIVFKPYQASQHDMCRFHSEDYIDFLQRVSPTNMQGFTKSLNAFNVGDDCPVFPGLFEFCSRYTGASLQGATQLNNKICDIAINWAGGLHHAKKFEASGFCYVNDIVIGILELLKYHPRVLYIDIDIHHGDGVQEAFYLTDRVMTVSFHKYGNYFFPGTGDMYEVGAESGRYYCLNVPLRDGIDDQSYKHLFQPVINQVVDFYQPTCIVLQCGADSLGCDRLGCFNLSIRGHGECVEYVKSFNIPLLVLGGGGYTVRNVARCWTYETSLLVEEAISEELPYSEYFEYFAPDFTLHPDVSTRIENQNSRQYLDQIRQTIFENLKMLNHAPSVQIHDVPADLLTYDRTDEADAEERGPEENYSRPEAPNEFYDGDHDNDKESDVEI
HSF-1 act: HSF-1 activators, primary screen, NIH3T3-HGL cells, MG132 stress, luminescence, single point; NIH3T3-HGL HSF-1 luciferase reporter, 8 h; 100% = twice DMSO control signal; hit rate 1.7% among 300,000; activation, % at 9 µM;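 active means mean replicate activation of at least 50% with a set share of replicates each reaching 50%; inconclusive means only one of those two conditions met; inactive means mean below 50% and too few replicates reaching it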;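 further: 0% = median of the neutral control wells and 100% = twice that signal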
HIF activator: HIF pathway transcriptional activators, primary screen, cell-based, U2OS HRE-luciferase, luminescence; U2OS HRE-luciferase reporter; normalized: DMSO 0%, desferrioxamine 100%; activation, % at 7.5 µM (by protocol); hit rate 0.32% among 300,000;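 active means mean activation of at least 10% of the iron chelator positive control signal, with at least half of replicates also reaching 10%; inconclusive means mean and replicate majority disagree about reaching 10%; inactive means mean and most replicates under 10%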
KLF5 inh: KLF5 expression inhibitors, primary screen, DLD-1 cells, luminescence | inhibition, % at 5 µM | DLD-1 KLF5 promoter-luciferase reporter | hit rate 0.23% among 290,000;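 active means inhibition above a per-plate limit of that plate's mean compound inhibition plus 3 SD, cut at about 60% in these data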;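 further: 0% = DMSO wells and 100% = LY294002 at 200 µM; higher means less KLF5 promoter-driven luciferase light; inactives centre near -14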
IEC-6 tox: cytotoxicity in IEC-6 intestinal epithelial cells, primary screen, cytotoxicity control for KLF5 inhibitor project, cell-based, luminescence; IEC-6 cytotoxicity, luminescence viability; inhibition, % at 5 µM; hit rate 0.78% among 290,000; in the data active means inhibition above about 22%;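 further: 0% = plate median of test compound wells and 100% = cytotoxic reference compound wells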
HSP90 refold inh: HSP90 inhibitors, primary screen, cell lysate, luminescence; Rabbit reticulocyte lysate, luciferase refolding luminescence, 3 h; inhibition, % at 5.6 µM; hit rate 0.91% among 290,000; AID 1789, 2009;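 active means inhibition above the screen-wide mean plus 3 SD, computed separately per campaign, cut at about 16% in these data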;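 further: 0% = DMSO wells and 100% = 60 µM geldanamycin wells; inhibitors lower the luminescence because luciferase stays unfolded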
aSyn 5UTR inh: MLPCN primary screen, SNCA 5' untranslated region | hit rate 0.82% among 300,000 | alpha-synuclein 5'UTR reporter, inhibitor activity | inhibition, % (tested at 7.5 µM); in the data active means inhibition above about 60%; inconclusive means no clear call, values can overlap the other calls;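 further: H4 neuroglioblastoma cells stably carrying SNCA 5'UTR luciferase fusion; 0% = DMSO wells and 100% = positive control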
AI-2 QS modul: Vibrio harveyi AI-2 quorum sensing modulators, primary screen, JMH597 strain, luminescence/OD600 ratio. Vibrio harveyi JMH597 AI-2 luminescence/OD600 ratio, 9 h; hits give low values; strain lacks LuxN and CqsS sensors; 0 = neutral-control median. activity change, % at 7.5 µM. hit rate 0.4% among 300,000. AID 2094, 2009; in the data active means activity change below about -75%, passing the limit was not always enough; inconclusive means no clear call, values can overlap the other calls;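 further: luminescence divided by OD600 gain over 9 h not by final OD600 alone; inactives centre near 13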
Active calls of the source: *; ? = inconclusive; . = not tested or not shown.

SMILES	Platelet DG rel	HSF1 inhib	HDAC3 inhib	HSF-1 act	HIF activator	KLF5 inh	IEC-6 tox	HSP90 refold inh	aSyn 5UTR inh	AI-2 QS modul
O=C(c1ccco1)N1CCN(C(c2ccccc2F)c2nnnn2Cc2cccs2)CC1 (stereo unspecified)	-6	-6	-3	-2	-0.1	0	4	-2	7	12
O=C(Nc1ccccc1C(F)(F)F)c1c(F)cccc1Cl	9	3	5	-4	-0.2	-17	1	1	15	8
CN(C(=O)COC(=O)c1cc(-c2ccccc2Cl)nc2ccccc12)C1CCS(=O)(=O)C1 (stereo unspecified)	1	5	-1	10	-0.2	-4	2	4	9	5
COc1cc(NC(=O)c2cccc(Cl)c2)ccc1NC(=O)c1cccs1	.	.	?	.	.	-10	-6	0	.	-10
CCOC(=O)C1=C(NC(=O)c2ccc(Br)o2)Nc2ccccc2N=C1	4	-6	8	-2	-0.4	12	2	2	8	20
CCCOc1ccc(C2c3c(oc4cc(C)c(C)cc4c3=O)C(=O)N2CCCN2CCOCC2)cc1 (stereo unspecified)	0	-2	0	-1	0.0	14	0	2	12	6
Cc1ccsc1C(=O)NCCc1ccc(S(N)(=O)=O)cc1	-12	1	1	12	0.4	1	-4	-3	-20	12
COc1ccc(CCNC(=O)CCCc2ccccc2)cc1OC	4	5	-3	1	-0.7	-16	-8	-1	4	32
CCOC(=O)CCSc1nc(-c2ccc3c(c2)OCO3)cc(C(F)(F)F)c1C#N	2	-9	-1	3	0.0	-11	-5	-4	-4	1
O=C(C1CC1)N1CCc2cc(Br)cc(S(=O)(=O)N3CCN(c4ccccn4)CC3)c21	-1	-40	-2	-52	-0.8	-12	-5	-1	-19	12
O=c1oc2ccccc2n1Cc1cccc(C(F)(F)F)c1	16	13	-3	6	-0.3	.	.	.	18	4
CC/C(CC(C)(C)c1ccccc1)=N\O	3	0	-1	2	-0.4	-15	-4	-2	10	8
CC(=O)Oc1ccc(C(=O)[C@H]2[C@H]3C(=O)N(c4ccccc4)C(=O)[C@H]3[C@@H]3C=CC=NN32)cc1	-27	3	17	-15	0.9	-17	-12	1	-38	34
COc1cc(/C=C/C(=O)OCC(=O)Nc2cc(S(=O)(=O)N3CCCCC3)ccc2C)ccc1O	1	3	7	8	0.1	15	5	4	-45	8
CN(C)Cc1cc(CCNC(=O)c2ccc(Cl)cc2)ccc1O	3	-2	-5	4	0.0	-3	-3	-3	6	19

Quoted from the listing:
Reading for `Cc1ccsc1C(=O)NCCc1ccc(S(N)(=O)=O)cc1` under HSF1 inhib: 1
Reading for `CC/C(CC(C)(C)c1ccccc1)=N\O` under AI-2 QS modul: 8

Next section
SMILES	Platelet DG rel	HSF1 inhib	HDAC3 inhib	HSF-1 act	HIF activator	KLF5 inh	IEC-6 tox	HSP90 refold inh	aSyn 5UTR inh	AI-2 QS modul
Cc1ccccc1OCC(=O)N/N=C/c1sc(=O)n(Cc2cccc(C(=O)O)c2)c1Cl	15	0	9	-25	-0.3	-3	2	-2	8	31
CNC(=O)COC(=O)c1cc2c(s1)CCCC2	-6	3	3	11	0.7	-7	4	3	7	16
CCCCCn1c(=O)c2ccccc2n2c(CCl)nnc12	1	1	8	6	0.1	-9	-1	0	2	14
CC(=O)Nc1ccc(S(=O)(=O)N2CCSCC2)cc1	2	7	2	2	-0.6	-15	-2	-2	13	17
O=C(CSc1ccc2ccccc2c1)Nc1ccncc1	-5	-6	-7	-27	0.1	-8	2	1	-33	3
CCc1ccccc1NC(=S)N(CCN(C)C)C(C)c1cccnc1 (stereo unspecified)	2	5	-4	21	-0.5	-19	3	4	-17	-2
O=C(N/N=C\c1cccnc1)c1ccc(Cl)cc1Cl	11	-5	-4	9	2.8	-34	1	0	-2	16
CC(C)c1ccc(S(=O)(=O)N2CCN(C(=O)C3CCN(C(=O)c4ccc(F)cc4)CC3)CC2)cc1	0	-6	0	-11	-0.5	-3	4	0	8	33
CCOC(=O)C1CCN(C/C=C/c2ccccc2OC)CC1	26	18	-1	43	-0.3	-20	0	-1	-13	-3
Cn1c(SCC(=O)NC2CC2)nnc1-c1ccccc1Cl	2	0	6	-14	0.3	-23	-8	-6	3	27
O=C(Oc1cccc(O)c1)C1CCCCC1	2	-8	10	2	0.0	-9	-9	2	-10	13
O=C(O)CCC(=O)Nc1ccc(NC(=O)c2ccc(Cl)cc2Cl)c(Cl)c1	2	0	-4	12	-0.3	19	0	2	20	29
CCNCc1cc(Cl)c(OCc2ccccc2)c(OCC)c1	-5	-3	0	6	-1.2	-5	7	4	-9	0
CC(=O)Nc1nc(C)c(C(C)=O)s1	-3	-2	0	-8	0.1	-26	-2	3	-29	9
O=C(c1cccs1)N1N=C(c2ccc(O)cc2)CC1c1ccccc1 (stereo unspecified)	9	23	-1	28	-0.4	-25	-3	-2	-72	28
CCc1nc(SCC(=O)Nc2nccs2)c2oc3ccccc3c2n1	-51	-10	0	-26	0.4	-3	7	4	9	20
O=C(CSCc1c(F)cccc1Cl)NCc1ccco1	4	5	1	9	0.9	-18	2	0	23	9
C[n+]1ccc(/C=N/Nc2nc(Cl)c(C#N)c(Cl)c2Cl)cc1	8	17	-6	18	-2.8	-25	-1	-1	-20	24
CCOc1ccc(C(C(=O)NC2CCCCC2)N(CCOC)C(=O)c2snc(C(N)=O)c2N)cc1 (stereo unspecified)	4	-4	3	17	0.1	-1	1	-1	1	4
Cn1c(=O)[nH]c(=O)c2c1nc(N1CCCCC1)n2CCSc1nc2ccccc2o1	-5	-1	-3	7	0.5	12	-2	-1	-3	-3
Cc1cc(C)n(-c2nc3ccccc3nc2N2CCCC2)n1	6	-8	2	3	-0.3	-24	-4	-4	4	25
COc1ccc(Cl)cc1-c1nc(-c2ccc(NC(=O)c3ccncc3)cc2)no1	3	-4	-6	4	-0.2	-2	-2	-1	2	19
Cc1ccc(SCC(=O)c2sc(-c3ccccc3)nc2C)cc1	0	2	0	12	0.4	6	2	0	7	14
CCCCCc1c(O)nc(SCCN(C)C)[nH]c1=O	1	0	7	2	0.0	2	-2	2	12	21
CC(C)OCCCNC(=O)Cn1ccc2cc(S(=O)(=O)N3CCCCCC3)ccc21	4	-3	2	-10	-0.1	-3	-12	-3	8	24
O=C(NCC(NS(=O)(=O)OCC(Cl)(Cl)Cl)c1ccccc1)C(F)(F)F (stereo unspecified)	2	3	4	7	-0.1	-12	-1	0	3	14
CC1(O)C(=O)C=C2C=C(c3ccsc3)OC=C2C1=O (stereo unspecified)	-1	-3	-2	-1	-0.7	.	.	.	21	41
O=C(CC1=NCCNC(c2ccccc2)C1)c1ccccc1O (stereo unspecified)	1	.	2	.	1.8	-59	12	1	-145	5
COc1ccc(C2(C)NC(=O)N(CC(=O)Nc3cccnc3Cl)C2=O)cc1 (stereo unspecified)	6	0	3	-3	-0.1	-10	-3	2	4	19
Cc1c(C)n(Cc2ccccc2)c2ncnc(NCCCN(C)C)c12	-2	3	-1	3	-0.4	-7	-4	0	-5	6

Record cards (already shown). Order of values: Platelet DG rel	HSF1 inhib	HDAC3 inhib	HSF-1 act	HIF activator	KLF5 inh	IEC-6 tox	HSP90 refold inh	aSyn 5UTR inh	AI-2 QS modul
Cc1c(C)n(Cc2ccccc2)c2ncnc(NCCCN(C)C)c12 as listed: -2	3	-1	3	-0.4	-7	-4	0	-5	6
CC1(O)C(=O)C=C2C=C(c3ccsc3)OC=C2C1=O (stereo unspecified) as listed: -1	-3	-2	-1	-0.7	.	.	.	21	41

(further entries)
SMILES	Platelet DG rel	HSF1 inhib	HDAC3 inhib	HSF-1 act	HIF activator	KLF5 inh	IEC-6 tox	HSP90 refold inh	aSyn 5UTR inh	AI-2 QS modul
CSCC[C@H](NC(=O)OC(C)(C)C)C(=O)N/N=C/c1cccc2cccnc12	.	.	10	.	.	17	6	2	.	12
COc1ccc(C)cc1CN1C(=O)c2ccccc2C1=O	-3	5	-6	28	0.6	-13	4	8	12	0
CN1C(=O)CSc2ccc(C(=O)O)cc21	1	-5	7	-5	0.0	-8	-2	1	1	5
O=[n+]1c2c(n([O-])c3c1CCCC3)CCCCC2	4	-38	7	-50	-0.5	8	-2	2	-2	31
CCCCNC(=O)C1CCC(CNS(=O)(=O)c2c(C)cc(C)cc2C)CC1 (stereo unspecified)	-3	6	-4	-1	-1.0	-32	-8	-3	-4	24
O=C(/C=C/c1c(Cl)nc2ccccn12)N1CCN(c2ccccc2F)CC1	3	6	-3	6	0.2	-12	0	4	-4	3
Cc1ccc(Cn2c(SCC(=O)NCc3ccco3)nc3ccsc3c2=O)cc1	-8	13	8	18	-0.2	-3	-6	3	31	4
CC(=O)c1sc(NC(=O)C2CC(=O)N(Cc3ccccc3)C2)nc1-c1ccccc1 (stereo unspecified)	-16	-3	8	-19	0.2	.	.	.	-1	8
CN(C)c1ccc(N2C(=NC(=O)c3ccccc3)SC3CS(=O)(=O)CC32)cc1 (stereo unspecified)	-1	8	-5	12	-0.2	-6	2	-3	16	5
O=S(=O)(c1ccc(F)cc1)N1CC2CCCN2c2ccc(C(F)(F)F)cc21 (stereo unspecified)	-1	5	3	14	-1.0	-9	5	5	32	35
COc1ccccc1OCc1nc(C#N)c(NCc2ccco2)o1	-7	4	-3	10	0.6	-21	0	7	-1	-4
CCOC(=O)c1ccc(NC(=O)CNS(=O)(=O)c2ccccc2)cc1	.	.	1	.	.	-59	-3	-4	.	32
Cc1ccc(NC(=O)c2c(C)noc2C)cc1	-7	-4	-4	14	-0.1	1	2	-3	-11	19
COc1cc(OC)c(OC)cc1/C=N/n1c(C)nc2ccccc2c1=O	6	-3	10	-5	-0.4	-22	-4	-4	-19	22
COc1ccccc1CNC(=O)CSc1ccc(-c2ccncc2)nn1	-1	-8	.	-3	-0.3	-5	-2	6	-10	43
O=C1[C@H]2C(c3ccccc3)=NN(c3ccccc3)[C@H]2C(=O)N1c1ccccc1	-1	1	-8	11	-0.3	-10	-2	1	20	27
Cc1cccc(/C=N/NC(=O)C2CCCNC2=O)c1 (stereo unspecified)	0	-10	1	4	-0.6	-15	-4	-6	-4	-75
O=C(c1cnc2ccc(Cl)cc2c1Cl)N1CCOCC1	-2	8	.	3	0.4	-8	-6	-2	-13	3
COc1ccc(S(=O)(=O)NC2CC3CCC2C3)cc1Br (stereo unspecified)	4	-1	-6	4	-1.6	-40	-2	2	10	13
Cc1ccc(S(=O)(=O)N2CCCC2CNC(=O)c2ccc3c(c2)OCO3)cc1 (stereo unspecified)	8	5	1	2	-0.5	.	.	.	10	8
Cc1cc(=O)n2nc(N3CCCC3C(=O)Nc3ccccc3C)sc2n1 (stereo unspecified)	0	-6	1	-15	-0.2	2	1	-2	-4	21
S=c1[nH]nc(COc2ccc(Cl)cc2)o1	-7	3	1	-4	0.1	-10	2	3	9	13
COc1ccc(-n2c(=O)c3ccccc3n(CC(=O)Nc3cc(C)on3)c2=O)cc1OC	-3	-11	8	0	-0.6	-12	-1	3	-1	-1

Not a hit list, and some 5% of all compounds hit somewhere here.
